Screening results deposited in PubChem by several laboratories.
FBA Mtb inh – inhibitors of M. tuberculosis fructose-bisphosphate aldolase; P9WQA3; purified M. tuberculosis FBA, fluorescence read-out; inhibition, % at 1 µM; 360,000 compounds, 2.3% hits; in the data active means inhibition above about 27%;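 further: 0% = vehicle and 100% = reference inhibitor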
Target sequence (P9WQA3 whole entry, looked up): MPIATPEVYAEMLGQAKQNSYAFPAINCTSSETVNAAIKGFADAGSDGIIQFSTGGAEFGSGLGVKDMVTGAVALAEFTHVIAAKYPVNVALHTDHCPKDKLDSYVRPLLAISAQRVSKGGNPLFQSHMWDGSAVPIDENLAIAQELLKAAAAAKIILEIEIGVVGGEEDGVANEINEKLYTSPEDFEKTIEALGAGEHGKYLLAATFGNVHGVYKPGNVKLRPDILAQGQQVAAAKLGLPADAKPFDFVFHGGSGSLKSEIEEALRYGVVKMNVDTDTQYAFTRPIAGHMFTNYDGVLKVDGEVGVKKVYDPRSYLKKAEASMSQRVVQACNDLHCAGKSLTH
GDH-TPI counter – GDH-TPI coupled enzyme inhibition counter-screen; GDH-TPI coupled enzyme counterscreen, NADH absorbance; inhibition, % at 4.8 µM; 360,000 compounds, 1.2% hits; in the data active means inhibition above about 30%;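 further: 0% = DMSO wells and 100% = wells lacking the enzyme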
PrPC surface inh – reduces human prion protein on the cell surface. P04156. cell surface PrPC, TR-FRET read-out. inhibition, % at 13.8 µM. 370,000 compounds, 0.43% hits. AID 720596; in the data active means inhibition above about 24%; further: 0% = median of the test wells and 100% = reference compound wells
FadD28 binding – blocks FadD28 binding to the bisubstrate probe; fluorescence polarization; AID 588549; inhibition, % at 12.5 µM; 360,000 compounds, 0.22% hits; in the data active means inhibition above about 8.5%, passing the limit was not always enough; inconclusive means no clear call, values can overlap the other calls
Mtb BioA inh – BioA (M. tuberculosis) enzyme inhibition. purified M. tuberculosis BioA enzyme, plate reader. inhibition, % at 9.99 µM. 360,000 compounds, 0.096% hits. AID 602481; in the data active means inhibition above about 40%; inconclusive means no clear call, values can overlap the other calls
Rv3671c protease – Rv3671c (M. tuberculosis) protease inhibition | 320,000 compounds, 0.048% hits | inhibition, % at 5.96 µM; in the data active means inhibition above about 38%;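 further: extracellular domain of Rv3671c used as enzyme; 0% = enzyme with DMSO and 100% = no enzyme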
Target sequence (P9WHR9 whole entry, looked up, the tested form may be a part): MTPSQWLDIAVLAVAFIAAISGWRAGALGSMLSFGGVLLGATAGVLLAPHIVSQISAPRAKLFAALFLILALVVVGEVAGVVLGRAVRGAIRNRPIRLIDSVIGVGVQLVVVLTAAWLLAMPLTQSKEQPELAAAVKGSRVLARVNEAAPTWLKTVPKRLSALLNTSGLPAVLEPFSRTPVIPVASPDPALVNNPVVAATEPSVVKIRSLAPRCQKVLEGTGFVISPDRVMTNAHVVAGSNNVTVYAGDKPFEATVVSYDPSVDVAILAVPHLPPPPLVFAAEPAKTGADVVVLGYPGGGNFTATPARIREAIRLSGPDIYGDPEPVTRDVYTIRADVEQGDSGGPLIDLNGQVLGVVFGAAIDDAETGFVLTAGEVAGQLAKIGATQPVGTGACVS
UGM FP inh – Mtb UDP-galactopyranose mutase inhibition; 320,000 compounds, 0.06% hits; inhibition, % at 10 µM; AID 504406; purified UGM, fluorescence polarization probe displacement; in the data active means inhibition above about 10%, passing the limit was not always enough; inconclusive means no clear call, values can overlap the other calls
MazEF act – activators of E. coli MazEF toxin-antitoxin RNase; activation, % at 20 µM; FAM/BHQ RNA-DNA oligo cleavage fluorescence, 5 h; AID 504720; 350,000 compounds, 0.32% hits; P0AE70; in the data active means activation above about 50%
Target sequence (P0AE70 whole entry, looked up): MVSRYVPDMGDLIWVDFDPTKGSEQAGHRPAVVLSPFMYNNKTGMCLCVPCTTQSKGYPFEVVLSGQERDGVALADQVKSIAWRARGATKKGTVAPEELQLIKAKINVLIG
BoNT F protease – blocks Botulinum neurotoxin F light chain protease; Multiplex microsphere protease cleavage assay, flow cytometry; 360,000 compounds, 0.22% hits; AID 588497; inhibition, % at 10 µM; in the data active means inhibition above about 35%, passing the limit was not always enough; inconclusive means no clear call, values can overlap the other calls; further: plate controls were buffer without enzyme for full effect and enzyme alone for no effect
An asterisk follows results filed as active.

How did Cc1ccc(C(=O)CCC(=O)Nc2ccccc2C)c(C)c1 do in these assays?
FBA Mtb inh: -0.2; GDH-TPI counter: -2.6; PrPC surface inh: 1.7; FadD28 binding: -2.8; Mtb BioA inh: 0.2; Rv3671c protease: -4.2; UGM FP inh: -0.7; MazEF act: -16.0; BoNT F protease: 4.3

How did COc1ccc(CCN2CC(C(=O)O)CC2=O)cc1OC (stereo not given) do in these assays?
FBA Mtb inh: -1.7; GDH-TPI counter: 4.9; PrPC surface inh: -1.2; FadD28 binding: -1.0; Mtb BioA inh: -6.8; Rv3671c protease: 0.0; UGM FP inh: 1.8; MazEF act: -14.6; BoNT F protease: -6.6

How did N#Cc1cccc(C(c2nnnn2C2CCCC2)N2CCC(Cc3ccccc3)CC2)c1 (stereo not given) do in these assays?
FBA Mtb inh: 4.6; GDH-TPI counter: 5.0; PrPC surface inh: -1.0; FadD28 binding: 0.1; Mtb BioA inh: -0.6; Rv3671c protease: 7.2; UGM FP inh: 2.4; MazEF act: -10.4; BoNT F protease: -2.1

How did O=C(NCc1ccc2c(c1)OCO2)c1ccc2c(c1)N(Cc1c(F)cccc1Cl)C(=O)CS2 do in these assays?
FBA Mtb inh: -3.6; GDH-TPI counter: 0.7; PrPC surface inh: 1.4; FadD28 binding: -1.2; Mtb BioA inh: 1.5; Rv3671c protease: -18.1; UGM FP inh: 0.0; MazEF act: -8.6; BoNT F protease: -17.1

How did CCC(=O)Nc1ccc(NC(=S)NC(=O)/C=C/c2ccco2)cc1 do in these assays?
FBA Mtb inh: -2.6; GDH-TPI counter: 47.5*; PrPC surface inh: -6.8; FadD28 binding: -0.6; Mtb BioA inh: 0.8; Rv3671c protease: 4.0; UGM FP inh: 0.0; MazEF act: 7.1; BoNT F protease: inconclusive

Results for CN(CC(=O)O)S(=O)(=O)c1ccc2oc3ccccc3c2c1 ?
FBA Mtb inh: 1.3; GDH-TPI counter: 4.3; PrPC surface inh: -2.6; FadD28 binding: 0.4; Mtb BioA inh: -0.6; Rv3671c protease: 3.2; UGM FP inh: 1.0; MazEF act: 5.3; BoNT F protease: 2.2

How did CCOC(=O)c1c(NC(=O)CSc2nnc(-c3ccco3)o2)sc(C)c1C do in these assays?
FBA Mtb inh: -0.4; GDH-TPI counter: 7.0; PrPC surface inh: -1.3; FadD28 binding: -0.9; Mtb BioA inh: 1.1; Rv3671c protease: -3.1; UGM FP inh: -0.1; MazEF act: -5.6; BoNT F protease: 7.7

Results for Cc1csc(SCC(=O)NC(=O)NC2CCCC2)n1 ?
FBA Mtb inh: -2.5; GDH-TPI counter: -5.7; PrPC surface inh: -3.3; FadD28 binding: -3.2; Mtb BioA inh: -2.1; Rv3671c protease: 0.2; UGM FP inh: -2.2; MazEF act: 2.7; BoNT F protease: 6.2

What do the screens show for `COc1cccc(CNC(=O)C2CCN(c3nnc(N4CCCC4=O)s3)CC2)c1`?
FBA Mtb inh: 1.4; GDH-TPI counter: -2.0; PrPC surface inh: -3.4; FadD28 binding: 0.1; Mtb BioA inh: -1.6; Rv3671c protease: 5.1; UGM FP inh: -4.6; MazEF act: 7.8; BoNT F protease: -8.6

What do the screens show for `COc1cccc(N2CCN(C3CC(=O)N(c4ccc(C)c(Cl)c4)C3=O)CC2)c1` (stereo not given)?
FBA Mtb inh: -2.6; GDH-TPI counter: -9.6; FadD28 binding: -3.2; Rv3671c protease: 3.1; UGM FP inh: 0.2; MazEF act: 7.7; BoNT F protease: -8.8

What do the screens show for `Cc1ccc(S(=O)(=O)N2CCOCC2)cc1NC(=O)COC(=O)CCOc1ccc(C(C)(C)C)cc1`?
FBA Mtb inh: 5.3; GDH-TPI counter: 14.1; PrPC surface inh: 0.6; FadD28 binding: 1.2; Mtb BioA inh: -4.5; Rv3671c protease: -0.4; UGM FP inh: 4.0; MazEF act: 5.1; BoNT F protease: -1.8

Results for O=C(NCCCO)/C(=C/c1ccco1)NC(=O)c1ccc(Br)o1 ?
FBA Mtb inh: -0.1; GDH-TPI counter: 2.2; PrPC surface inh: 3.8; FadD28 binding: -0.6; Rv3671c protease: -0.6; UGM FP inh: -0.7; MazEF act: -5.9; BoNT F protease: 1.2

Results for O=C(c1ccccc1F)c1cn(Cc2ccccc2)c2ccccc12 ?
FBA Mtb inh: 1.9; GDH-TPI counter: 14.2; PrPC surface inh: -7.7; FadD28 binding: -3.3; Rv3671c protease: -12.4; UGM FP inh: -0.6; MazEF act: -6.8; BoNT F protease: 0.0

What do the screens show for `COc1cccc(CC(NC(C)=O)C(=O)NC2CCN(C(=O)Nc3ccc(C)cc3)CC2)c1` (stereo not given)?
FBA Mtb inh: -1.6; GDH-TPI counter: 1.1; PrPC surface inh: 3.6; FadD28 binding: -0.1; Mtb BioA inh: -1.0; MazEF act: 11.8; BoNT F protease: -12.9

Results for CN(CC(=O)OCC(=O)NCc1ccccc1)S(=O)(=O)c1ccc(F)cc1 ?
FBA Mtb inh: 7.3; GDH-TPI counter: -1.3; PrPC surface inh: 4.1; FadD28 binding: -0.5; Mtb BioA inh: -1.3; Rv3671c protease: 4.3; UGM FP inh: -1.5; MazEF act: -18.4; BoNT F protease: -5.0

What do the screens show for `COc1ccc2oc(C(=O)NCc3ccco3)c(C)c2c1`?
FBA Mtb inh: 25.3; GDH-TPI counter: -3.2; PrPC surface inh: 0.9; FadD28 binding: -0.7; Mtb BioA inh: -0.7; Rv3671c protease: -12.7; UGM FP inh: 5.0; MazEF act: -1.3; BoNT F protease: 6.4

Results for COc1cccc(/C=N/NC(=O)c2cc(C34CC5CC(CC(C5)C3)C4)[nH]n2)c1 ?
FBA Mtb inh: -1.0; GDH-TPI counter: -2.5; PrPC surface inh: 3.5; FadD28 binding: -6.2; Rv3671c protease: -39.6; UGM FP inh: -0.9; MazEF act: 1.6; BoNT F protease: 1.3

How did CCC(CC)c1nnc(NC(=O)Cc2c[nH]c3ccccc23)s1 do in these assays?
FBA Mtb inh: 1.6; GDH-TPI counter: 0.0; PrPC surface inh: 9.6; FadD28 binding: 6.5; Mtb BioA inh: 2.5; MazEF act: 4.0; BoNT F protease: 1.1

Results for COc1ccc(C(CNC(=O)c2ccco2)N2CCCC2)cc1 (stereo not given) ?
FBA Mtb inh: -0.8; GDH-TPI counter: 6.7; PrPC surface inh: -4.2; FadD28 binding: -2.2; Mtb BioA inh: -1.8; Rv3671c protease: 2.6; UGM FP inh: 0.3; MazEF act: -5.2; BoNT F protease: 1.8

How did O=C(N/N=C/c1ccncc1)c1cccc(S(=O)(=O)Nc2ccc(Cl)cc2)c1 do in these assays?
FBA Mtb inh: -1.7; GDH-TPI counter: 7.3; PrPC surface inh: 5.6; FadD28 binding: -3.0; Rv3671c protease: -216.9; UGM FP inh: -0.1; MazEF act: 7.5; BoNT F protease: -2.5

How did Cc1cccc(Cc2nnc(CCC(=O)N(C)C3CCOC3)o2)c1 (stereo not given) do in these assays?
FBA Mtb inh: 0.7; GDH-TPI counter: -0.6; PrPC surface inh: -2.2; FadD28 binding: -2.0; Mtb BioA inh: 0.3; Rv3671c protease: 8.2; UGM FP inh: -0.1; MazEF act: 4.6; BoNT F protease: 2.7

What do the screens show for `O=C(CSc1nc2ccccc2c(=O)n1CCCN1CCOCC1)Nc1ccc(Br)cc1`?
FBA Mtb inh: -4.2; GDH-TPI counter: 0.4; PrPC surface inh: 9.6; FadD28 binding: -3.9; Mtb BioA inh: 3.1; Rv3671c protease: -4.7; UGM FP inh: 0.4; MazEF act: 5.6; BoNT F protease: 2.9

What do the screens show for `Cc1ccc(C)c(S(=O)(=O)N2CCN(C(=O)c3ccncc3)CC2)c1`?
FBA Mtb inh: -1.2; GDH-TPI counter: 1.1; PrPC surface inh: -1.5; FadD28 binding: -0.9; Mtb BioA inh: 1.1; Rv3671c protease: 7.4; UGM FP inh: -0.4; MazEF act: 4.7; BoNT F protease: 8.0

Results for CC(C)N1CCC(N2CCN(Cc3ccc4nonc4c3)CC2CCO)CC1 (stereo not given) ?
FBA Mtb inh: 3.5; GDH-TPI counter: 4.2; PrPC surface inh: -12.4; FadD28 binding: -1.0; Mtb BioA inh: 0.8; Rv3671c protease: 2.9; UGM FP inh: 0.0; MazEF act: 5.1; BoNT F protease: -1.2

How did O=C1NC(c2ccc(Cl)cc2)Oc2ccccc21 (stereo not given) do in these assays?
FBA Mtb inh: 3.0; GDH-TPI counter: 12.7; PrPC surface inh: 1.5; FadD28 binding: -1.8; Mtb BioA inh: -1.2; Rv3671c protease: -1.8; UGM FP inh: -0.6; MazEF act: -29.2; BoNT F protease: 0.6

What do the screens show for `CC(C)C(NC(=O)c1ccccc1)C(=O)OCc1cc([N+](=O)[O-])cc2c1OCOC2` (stereo not given)?
FBA Mtb inh: -7.0; GDH-TPI counter: 5.8; PrPC surface inh: -7.2; FadD28 binding: 0.2; Rv3671c protease: -1.4; UGM FP inh: 1.1; MazEF act: -7.2; BoNT F protease: -4.3

How did O=C(c1cnc2ccc(Cl)cc2c1Cl)N1CCOCC1 do in these assays?
FBA Mtb inh: -1.8; GDH-TPI counter: -4.1; PrPC surface inh: 4.2; FadD28 binding: -1.6; MazEF act: 5.9; BoNT F protease: -2.9

What do the screens show for `O=C(CCC1CCCC1)NNC(=O)c1ccc(F)cc1`?
FBA Mtb inh: 0.7; GDH-TPI counter: 10.0; PrPC surface inh: 10.5; FadD28 binding: -1.7; Mtb BioA inh: 0.5; Rv3671c protease: -1.1; UGM FP inh: -1.2; MazEF act: 7.9; BoNT F protease: 1.6

What do the screens show for `Cc1nnc(SCCC(=O)Nc2ccc(F)cc2)s1`?
FBA Mtb inh: -4.2; GDH-TPI counter: 1.2; PrPC surface inh: 3.2; FadD28 binding: 0.1; Mtb BioA inh: 1.5; Rv3671c protease: -0.7; UGM FP inh: -1.6; MazEF act: -15.5; BoNT F protease: 21.5

How did CC(=O)Nc1ccc(NC(=O)CSc2nnnn2-c2ccc3c(c2)OCCO3)cc1 do in these assays?
FBA Mtb inh: 0.3; GDH-TPI counter: -5.8; PrPC surface inh: 0.4; FadD28 binding: -0.5; Rv3671c protease: -18.9; UGM FP inh: -1.0; MazEF act: -4.7; BoNT F protease: -6.5

What do the screens show for `Cn1cc(CN2CCN(Cc3ccccc3)CC2)c(-c2cccc(Cl)c2)n1`?
FBA Mtb inh: 3.4; GDH-TPI counter: 1.3; PrPC surface inh: -7.2; FadD28 binding: -2.7; Rv3671c protease: -0.1; UGM FP inh: 0.3; MazEF act: -11.2; BoNT F protease: -1.4

Results for Cc1nc(-c2ccc(S(=O)(=O)Nc3cccc(Cl)c3)cc2)co1 ?
FBA Mtb inh: 1.0; GDH-TPI counter: 15.3; PrPC surface inh: 3.4; FadD28 binding: 0.9; Mtb BioA inh: -3.9; Rv3671c protease: -11.5; UGM FP inh: -3.4; MazEF act: 11.1; BoNT F protease: -0.6

What do the screens show for `Cc1ccc(CN2CCSc3ccc(C(=O)NCCCN4CCN(C)CC4)cc32)cc1`?
FBA Mtb inh: 160.8*; GDH-TPI counter: 5.1; PrPC surface inh: -2.8; FadD28 binding: -2.0; Mtb BioA inh: 3.4; Rv3671c protease: 6.2; UGM FP inh: -4.1; MazEF act: 35.3; BoNT F protease: -3.7

Ordered by length of the SMILES (highest first): 4 of the compounds above.
Results for COc1cccc(/C=N/NC(=O)c2cc(C34CC5CC(CC(C5)C3)C4)[nH]n2)c1 ?
FBA Mtb inh: -1.0; GDH-TPI counter: -2.5; PrPC surface inh: 3.5; FadD28 binding: -6.2; Rv3671c protease: -39.6; UGM FP inh: -0.9; MazEF act: 1.6; BoNT F protease: 1.3

Results for CN(CC(=O)OCC(=O)NCc1ccccc1)S(=O)(=O)c1ccc(F)cc1 ?
FBA Mtb inh: 7.3; GDH-TPI counter: -1.3; PrPC surface inh: 4.1; FadD28 binding: -0.5; Mtb BioA inh: -1.3; Rv3671c protease: 4.3; UGM FP inh: -1.5; MazEF act: -18.4; BoNT F protease: -5.0

What do the screens show for `Cc1ccc(C)c(S(=O)(=O)N2CCN(C(=O)c3ccncc3)CC2)c1`?
FBA Mtb inh: -1.2; GDH-TPI counter: 1.1; PrPC surface inh: -1.5; FadD28 binding: -0.9; Mtb BioA inh: 1.1; Rv3671c protease: 7.4; UGM FP inh: -0.4; MazEF act: 4.7; BoNT F protease: 8.0

Results for O=C(NCCCO)/C(=C/c1ccco1)NC(=O)c1ccc(Br)o1 ?
FBA Mtb inh: -0.1; GDH-TPI counter: 2.2; PrPC surface inh: 3.8; FadD28 binding: -0.6; Rv3671c protease: -0.6; UGM FP inh: -0.7; MazEF act: -5.9; BoNT F protease: 1.2
